human PMI inhibition: inhibitors of human PMI, primary screen, biochemical, fluorescence intensity, coupled assay (AID 1209). Mannose-6-phosphate isomerase (Homo sapiens). purified PMI enzyme, coupled fluorescence intensity; higher % means a stronger effect. inhibition, % at 20 µM; hits with a dose series show IC50 in µM. 190,000 compounds, 0.42% hits;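 note: plate controls were DMSO vehicle for no effect and wells lacking substrate for full effect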
Salmonella PhoP GFP: inhibitors of PhoP regulon expression, primary screen, Salmonella Typhimurium, GFP reporter (AID 1863); 300,000 compounds, 0.16% hits; one-dose inhibition, % at 50 µM; IC50 in µM for titrated hits; S. Typhimurium PhoP-regulated promoter GFP reporter, 4 h; higher % means a stronger effect;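 active = inhibition over 29.93%, a cutoff 3 SD above the screen mean, later confirmed by dose response; inconclusive = inhibition over 29.93% but no dose response follow-up; inactive = inhibition at most 29.93% or unconfirmed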;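 note: 0% = low Mg2+ inducing control and 100% = high Mg2+ repressing control; strong numbers were not always called active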
Large T inhibition: SV40 large T antigen inhibitors, biochemical (AID 1903). SV40 large T antigen ATPase/helicase inhibition assay; higher % means a stronger effect. inhibition, % at 20 µM; hits with a dose series show IC50 in µM. 310,000 compounds, 0.39% hits; in the data active = a potency from the dose series; inconclusive = inhibition mostly from about 32% at the one dose, without a potency; inactive = the rest, 99 in 100 with inhibition below about 32%; note: strong numbers were not always called active
CSM14.1 death rescue: rescue of cells from ER stress-induced death, primary screen, 384-well, CSM14.1, thapsigargin, ATP luminescence (AID 1222); CSM14.1 thapsigargin-induced death rescue, ATP luminescence; higher % means a stronger effect; cellular ATP content (survival), % at 20 µM, or EC50 in µM where a hit was titrated; 190,000 tested, under 10 active;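 active = EC50 below 50 µM in the dose-response confirmation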;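 note: death triggered by thapsigargin at about 15 µM added after 2 h compound pretreatment; cell ATP read after overnight thapsigargin exposure of roughly 18 to 22 hours; normalized against plate controls of thapsigargin alone and 5% DMSO vehicle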
RSV antiviral HEp-2: RSV antiviral activity via CPE protection, HEp-2 cells, primary 10 µM value included (AID 2391); HEp-2 cells, RSV-induced CPE inhibition; higher % means a stronger effect; CPE inhibition, % at 10 µM; hits with a dose series show IC50 in µM; 310,000 compounds, 0.13% hits; in the data active = a potency from the dose series; inconclusive = CPE inhibition mostly from about 23% at the one dose, without a potency; inactive = the rest, 99 in 100 with CPE inhibition below about 21%; note: strong numbers were not always called active
Insulin prom up: insulin promoter activators in MIN6 cells, imaging, high-content screening, mouse beta cells; MIN6 insulin promoter-GFP reporter; stronger effect = higher value; z-score at 5 µM; 190,000 compounds, 0.3% hits; AID 1625, 2009;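 active = z-score above 3 at 5 µM with at least 500 cells counted in the well; inconclusive = wells under 500 cells, flagged as cytotoxic or low count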
West Nile antiviral: West Nile virus antiviral activity, cell-based, CPE readout (AID 1621) | West Nile virus-infected cells, CPE inhibition; higher % means a stronger effect | 290,000 compounds, 0.02% hits | one-dose CPE inhibition, % at 10 µM; IC50 in µM for titrated hits; in the data active = a potency from the dose series; inconclusive = CPE inhibition mostly from about 3.7% at the one dose, without a potency; inactive = the rest, 99 in 100 with CPE inhibition below about 2.2%; note: strong numbers were not always called active
PMI inhibition: human PMI inhibitors, high substrate, primary screen, biochemical, fluorescence intensity, high mannose 6-phosphate (AID 1220); 190,000 compounds, 0.66% hits; Mannose-6-phosphate isomerase (Homo sapiens); one-dose inhibition, % at 20 µM; IC50 in µM for titrated hits; recombinant PMI enzyme, coupled fluorescence intensity; higher % means a stronger effect
TNAP activation fold: human TNAP enzyme activators, primary screen, biochemical, luminescent, no phosphate acceptor, uHTS (AID 1001). Alkaline phosphatase, tissue-nonspecific isozyme (Homo sapiens). purified TNAP, luminescent activation assay, no phosphate acceptor; higher activation fold means a stronger effect. activation fold at 20 µM; hits with a dose series show EC50 in µM. 200,000 compounds, 0.03% hits; in the data active = activation fold from about 3, or a potency from the dose series; inactive = the rest, 99 in 100 with activation fold below about 1.6; note: many of its hits are not listed in these tables
Insulin prom up cell count: also measured in Insulin prom up; calls as there; cell count; measured here: cytotoxicity, nuclei count;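 total cells summed across four imaged fields per well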
Active calls of the source: *; ? = inconclusive; . = no result given. Cut-off read from the data, not from the text of the source, unless noted: active = inhibition above about 50%; inactive = the rest.

| structure | human PMI inhibition | Salmonella PhoP GFP | Large T inhibition | CSM14.1 death rescue | RSV antiviral HEp-2 | Insulin prom up | Insulin prom up cell count | West Nile antiviral | PMI inhibition | TNAP activation fold |
| --- | --- | --- | --- | --- | --- | --- | --- | --- | --- | --- |
| Cc1cc(C(F)F)n2ncc(C(=O)NC3CCCCCC3)c2n1 | -7% | 3% | 2% | . | 2.8% | -0.48 | 1309 | -0.1% | -13% | 1 |
| c1ccc2cc(OCCCn3ccnc3)ccc2c1 | . | -2% | 14% | . | 4.0% | . | . | -0.9% | . | . |
| CCOc1ccc(C2CC(=O)c3c([nH]c(C(=O)OC)c3C)C2)cc1OC (centres undefined) | 12% | -5% | 21% | 2.7% | 1.8% | -0.66 | 1308 | 0.3% | 3% | 1.1 |
| Oc1c(CN2CCCCC2)cc(Br)c2cccnc12 | 52%* | -3% | 6% | 1.1% | 0.4% | -1.7 | 779 | -1.5% | 15µM* | 0.9 |
| Cc1cc(SCC(=O)NC(=O)NCc2ccco2)nc2ccccc12 | -6% | 18% | 12% | 1.3% | 22% | -0.77 | 1567 | 0.6% | -29% | 1.1 |
| O=c1oc2c(-c3ccc([N+](=O)[O-])cc3)cc(O)cc2s1 | . | -7% | 6% | . | 3.4% | -1.6 | 1328 | -1.1% | . | . |
| CN(C)c1cccc(C(=O)OCC(=O)Nc2ccccc2Sc2ccccc2)c1 | 6% | -6% | 19% | -1.0% | 1.6% | -0.39 | 1117 | -0.6% | 6% | 1.1 |
| CC(C)CC(C(=O)N1CCOCC1)N1Cc2ccccc2C1=O (centres undefined) | 7% | 1% | 2% | -0.2% | 1.5% | -0.1 | 1266 | 0.0% | 10% | 1.1 |
| COc1ccc(OC(C)C(=O)NC(C)c2ccccc2)cc1 (centres undefined) | . | -1% | -5% | . | 3.0% | . | . | 0.3% | . | . |
| COCCCNC(=S)Nc1ccccc1[N+](=O)[O-] | -1% | 1% | 18% | -1.6% | 0.8% | -0.29 | 1504 | 0.1% | -1% | 1 |
| CC(C)c1ccc(NC2CCCN(C(=O)c3ccnn3C)C2)cc1 (centres undefined) | . | -4% | 5% | . | 4.2% | . | . | 0.0% | . | . |
| COc1ccc(N(CC(=O)NCCSCc2ccco2)S(=O)(=O)c2ccccc2)cc1Cl | . | -2% | 15% | . | 2.1% | . | . | -0.8% | . | . |
| CSc1nc2ncc(C#N)cn2n1 | -14% | 3% | 11% | -0.4% | 1.2% | -0.42 | 1294 | 0.6% | -9% | 1.1 |
| CC(NC(=O)CCc1nnc(C2(c3ccc(Cl)cc3)CCC2)o1)C1CC1 (centres undefined) | 9% | 0% | 7% | -0.9% | 2.6% | . | . | 0.2% | 10% | 1.1 |
| NC(=S)Nc1cccc(F)c1 | . | -7% | 6% | . | . | -0.17 | 1402 | 0.2% | . | . |
| O=c1cc(-c2ccccc2)oc2cc(OCc3ccccc3)cc(O)c12 | 3% | 4% | -3% | 5.6% | 0.9% | -0.25 | 1617 | 0.5% | -5% | 1 |
| O=C(Nc1ccc(NS(=O)(=O)c2ccccc2)cc1)c1ccc(Cl)cc1 | . | -2% | 2% | . | 0.5% | . | . | ? | . | . |
| Nc1nonc1C(=O)NC(c1ccccc1)c1ccccc1 | 6% | -2% | 0% | 4.8% | 1.0% | -0.5 | 1282 | -0.5% | 6% | 1.1 |
| COc1ccc(-c2nnc3ccc(SCC(=O)N4CCOCC4)nn23)cc1 | 6% | . | . | -4.7% | 0.1% | 0.44 | 1745 | 0.1% | -3% | 1 |
| CCn1c2ccccc2c2cc(NC(=O)CSc3nnc(C4CC4)n3Cc3ccco3)ccc21 | 14% | -8% | 46% | -0.9% | ? | 0.08 | 1325 | -0.8% | -25% | 1 |
| Cc1ccc([N+](=O)[O-])cc1NC(=O)c1ccc(CSc2ccccc2)cc1 | 23% | -3% | -3% | -2.5% | 0.8% | 0.77 | 1544 | -0.2% | 10% | 1 |
| COc1cc(C(CC(=O)Nc2ncccc2C)N2Cc3ccccc3C2=O)cc(OC)c1OC (centres undefined) | . | -18% | 16% | . | -0.1% | . | . | -0.6% | . | . |
| CC(C)NC(=O)CSc1nc(Cc2cccs2)nc2ccccc12 | 12% | 13% | 28% | -1.1% | 1.0% | 0.23 | 2030 | 0.0% | 16% | 1.2 |
| Cc1ccc(CCC(=O)Nc2ccc(S(N)(=O)=O)cc2)o1 | -6% | -10% | 9% | -1.0% | 1.1% | 0.59 | 1174 | 0.4% | -15% | 1 |
| O=C(CN(c1ccccc1)S(=O)(=O)c1ccc(Cl)cc1)Nc1ccccc1C(=O)N1CCCC1 | 0% | -2% | -9% | -0.4% | -2.9% | -0.15 | 901 | -0.6% | -2% | 1.1 |
| O=C(Nc1ccncc1)C1COc2ccccc2O1 (centres undefined) | 16% | 1% | 4% | 0.6% | 6.1% | 1.4 | 1321 | 0.3% | 11% | 1.1 |
| COc1ccccc1/C=C/C(=O)NCC(=O)N/N=C/c1ccccc1[N+](=O)[O-] | -2% | -7% | 0% | 0.2% | 1.0% | . | . | -0.5% | -4% | 1.1 |
| COc1ccc(C(=O)CC2(C(=O)O)CCCCC2)cc1 | . | -3% | 33% | . | 0.9% | . | . | -0.4% | . | . |
| NC1=NN=C(N2N=C(c3ccc(Br)cc3)CC2(O)C(F)(F)F)n2ncnc2C1 (centres undefined) | 17% | 4% | 4% | 0.2% | -0.1% | 0.69 | 1221 | 0.2% | 14% | 2.6 |
| COCCn1c(SCc2cccc(F)c2)nc2cc(C(=O)OC)ccc2c1=O | . | 8% | 2% | . | 3.7% | . | . | 0.1% | . | . |
| COc1cc2cc(CN(CCCO)S(=O)(=O)c3ccccc3)c(=O)[nH]c2cc1OC | 8% | -12% | 0% | -0.1% | 1.4% | -0.51 | 1066 | 0.4% | 4% | 1.1 |
| O=C1Nc2ccccc2N(O)N1c1cc(-c2ccc(Cl)cc2)[nH]n1 | 2% | -6% | 2% | -0.6% | 1.0% | 0.08 | 1487 | -0.6% | 11% | 0.4 |
| CCc1nn(C(C)C(=O)NCCN2CCN(c3cccc(C)c3C)CC2)c(=O)c2cc3occc3n12 (centres undefined) | 22% | 5% | 12% | -2.3% | 7.7% | -0.1 | 1745 | -0.7% | 14% | 1 |
| COc1cc(NC(=O)Cn2cnc(S(=O)(=O)N3CCC(C)CC3)c2)cc(OC)c1OC | . | -7% | 7% | . | 1.2% | . | . | 0.3% | . | . |
| CN(C)S(=O)(=O)c1cccc(NC(=O)COc2cccc(C#N)c2)c1 | 7% | -14% | 6% | -3.5% | 1.4% | 0.14 | 1319 | -0.5% | 5% | 1 |
| Cc1ccc(C)c(C(=O)NC(C)CCc2ccccc2)c1 (centres undefined) | -16% | 3% | -1% | -1.2% | 1.4% | -0.58 | 1136 | . | -8% | 1.1 |
| CCOC(=O)CSC1=C(C#N)C(=O)NC(c2ccc(OC)cc2)S1 (centres undefined) | 8% | -8% | 22% | -1.0% | 0.7% | 0.08 | 862 | 0.0% | -10% | 1.1 |
| COc1cccc(CNC(=O)c2nnn(CC(=O)Nc3ccc(Br)cc3)c2N)c1 | . | -10% | 26% | . | 2.2% | . | . | 0.0% | . | . |
| COc1ccc(Nc2nc(N)nc(CN3CCC(Cc4ccccc4)CC3)n2)cc1 | 14% | 17% | 9% | . | 1.8% | . | . | -0.4% | 15% | 1.1 |
| O=S1(=O)N=C(N2CCN(Cc3ccccc3)CC2)c2ccccc21 | -8% | 2% | 4% | 0.9% | 1.7% | 0.09 | 1196 | 0.3% | -12% | 1.1 |
| OC(c1nc2ccc(F)cc2[nH]1)C(O)c1nc2ccc(F)cc2[nH]1 (centres undefined) | . | -10% | 6% | . | 3.6% | . | . | 0.1% | . | . |
| CCOC(=O)NC1(Nc2cccc(Cl)c2)Oc2ccccc2O1 | . | -12% | 2% | 6.7% | 1.0% | -0.17 | 1404 | -0.4% | 39% | 0.6 |
| CC(C)CC(=O)N1CCN(Cc2ccc3ccccc3c2)CC1 | . | -4% | -1% | . | 4.9% | . | . | -1.1% | . | . |
| CN(O)/C=C/C(=O)c1ccc(Br)cc1 | -46% | -1% | 1% | 2.4% | -0.7% | 0.04 | 1252 | -0.9% | -41% | 1.1 |
| CCOC(=O)CCCCC(=O)c1[nH]c(=O)[nH]c1C[n+]1ccccc1 | -30% | 7% | 19% | -11% | -0.1% | -0.18 | 1230 | 0.5% | -14% | 1 |
| Cc1cccc(C)c1NC(=O)CNC(=O)c1c(C)nn(C)c1Cl | 13% | -8% | 3% | 0.3% | 1.4% | 0.62 | 1217 | -0.1% | 9% | 1.1 |
| CC1CN(S(=O)(=O)c2cccc(C(=O)NCc3ccc4c(c3)OCO4)c2)CC(C)O1 (centres undefined) | -1% | 5% | 0% | -1.2% | ? | -1.2 | 1110 | -1.2% | 3% | 1.1 |
| N#Cc1ccccc1Sc1ccccc1C(=O)OCC(N)=O | -6% | 3% | 8% | 0.0% | 0.7% | 1.5 | 1301 | -0.2% | 1% | 1.1 |
| CCCCSc1nnc(-c2ccc(OC)cc2)n1C | 0% | -2% | 3% | -1.5% | 1.9% | . | . | -0.1% | 2% | 1 |
| COc1ccc(N2CCN(CCCNC(=O)Nc3ccccc3)CC2)cc1 | 10% | 7% | . | -0.4% | -0.3% | . | . | -0.6% | 5% | 1 |

(continued)
| structure | human PMI inhibition | Salmonella PhoP GFP | Large T inhibition | CSM14.1 death rescue | RSV antiviral HEp-2 | Insulin prom up | Insulin prom up cell count | West Nile antiviral | PMI inhibition | TNAP activation fold |
| --- | --- | --- | --- | --- | --- | --- | --- | --- | --- | --- |
| O=C(CNC(=O)C1CCCCC1)Nc1ccc(Cl)cc1 | 31% | -3% | 0% | 0.0% | 0.7% | -0.56 | 1604 | 0.1% | 26% | 1.1 |
| CC(=O)N1N=C(c2cccc(Cl)c2)OC1c1cccc([N+](=O)[O-])c1 (centres undefined) | 10% | 12% | 1% | -1.0% | 2.0% | . | . | -0.6% | 0% | 1.1 |
| CCOC(=O)C1=C(CC)OC(N)=C(C#N)C1c1ccc(NC(C)=O)cc1 (centres undefined) | 6% | -10% | 8% | -2.2% | 1.8% | 0.2 | 1229 | -0.3% | 34% | 1 |
| Cc1ccc(NC(=S)NCCCN2CCOCC2)cc1 | -4% | -8% | 11% | 0.7% | -0.2% | -0.34 | 1379 | -0.2% | -7% | 1.1 |
| CCCC(=O)Nc1ccc2oc(-c3ccncc3)nc2c1 | -5% | 15% | 15% | -2.8% | 1.4% | 0.71 | 1330 | -0.3% | -3% | 1.1 |
| O=C(O)/C=C/C(=O)NNC(=O)c1ccc(Cl)cc1Cl | . | 5% | 10% | 0.8% | 2.4% | 1 | 1366 | -0.4% | . | 1.1 |
